High-throughput results (PubChem)
TDP1 block – blocks human tyrosyl-DNA phosphodiesterase 1. Q9NUW8. recombinant TDP1, AlphaScreen DNA substrate cleavage. Potency, µM (titrated, usually from 130 µM), without a hit: at the highest dose activity change, negative = inhibition, most hits filed as inhibitors. actives 0.28% (n = 350,000). AID 485290; further: nearly all actives have a fitted effect of over 40% in size
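Signal: AlphaScreen proximity between streptavidin donor and anti-FITC acceptor beads on intact substrate. Reaction: Tdp1 1 nM, substrate 15 nM final, 5 min RT after 15 min compound preincubation.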
GCN5L2 inh – inhibitors of human GCN5L2 histone acetyltransferase. Q92830. GCN5L2 HAT assay, ThioGlo1 CoA-SH fluorescence. Potency, µM (series often up to 58.9 µM), for inactives: at the top dose activity change, negative = inhibition, most hits filed as inhibitors. actives 0.21% (n = 390,000)
Target sequence (Q92830 whole entry, looked up): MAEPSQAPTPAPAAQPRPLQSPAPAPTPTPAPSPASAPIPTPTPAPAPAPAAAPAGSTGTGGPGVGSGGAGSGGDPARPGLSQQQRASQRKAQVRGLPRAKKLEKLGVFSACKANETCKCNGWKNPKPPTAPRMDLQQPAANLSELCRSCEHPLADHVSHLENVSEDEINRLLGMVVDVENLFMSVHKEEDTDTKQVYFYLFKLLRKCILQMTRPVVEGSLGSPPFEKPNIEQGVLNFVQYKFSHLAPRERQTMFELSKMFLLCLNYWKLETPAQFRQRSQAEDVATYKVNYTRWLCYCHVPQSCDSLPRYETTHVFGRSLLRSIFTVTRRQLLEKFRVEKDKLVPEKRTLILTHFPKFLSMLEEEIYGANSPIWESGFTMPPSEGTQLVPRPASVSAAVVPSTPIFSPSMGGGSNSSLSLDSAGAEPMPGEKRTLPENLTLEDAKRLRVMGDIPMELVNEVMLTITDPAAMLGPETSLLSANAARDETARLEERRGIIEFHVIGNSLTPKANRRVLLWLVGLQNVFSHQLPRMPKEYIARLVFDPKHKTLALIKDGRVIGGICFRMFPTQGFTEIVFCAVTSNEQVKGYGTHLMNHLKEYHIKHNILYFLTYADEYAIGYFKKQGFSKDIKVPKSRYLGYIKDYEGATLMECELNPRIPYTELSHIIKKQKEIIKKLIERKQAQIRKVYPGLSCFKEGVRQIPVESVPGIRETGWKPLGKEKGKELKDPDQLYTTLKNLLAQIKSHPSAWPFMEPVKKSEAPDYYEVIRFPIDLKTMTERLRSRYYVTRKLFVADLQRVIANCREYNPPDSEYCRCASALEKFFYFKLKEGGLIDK
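qHTS, 1536-well. 20nM enzyme, pH 7.5 HEPES/EDTA/Tween-20 buffer; 15 min compound preinc., RT. Start: 75uM H3(1-25), 70uM AcCoA, 50uM ThioGlo1. Read Ex340/Em540 at t=0 (autofluorescence flag) and t=20 min.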
DT40 TDP1 no CPT – qHTS for Inhibitors of human tyrosyl-DNA phosphodiesterase 1 (TDP1): qHTS in cells in absence of CPT; DT40 Tdp1-/- hTDP1 cells, no CPT, ATP luminescence, 48 h; Potency, µM (top dose mostly 46.2 µM), without a hit: top-dose activity change, negative = growth inhibition, hits mostly inhibitors; actives 15% (n = 420,000); further: nearly all actives have a fitted effect of over 55% in size
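Growth of hTDP1-complemented DT40 Tdp1-knockout cells is measured by ATP luminescence after at least 48 hr compound exposure at 37 °C, with DMSO substituting for the 20 nM CPT used in the parallel screen.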
Numbers without * were called inactive; ? = inconclusive; · = not tested or not shown; & = joins results of further samples; [ ] = remark or other dose. The call rests on the fitted dose curve; in most records, active means well fitted curve in the direction sought with a large enough effect; inconclusive means small, poorly fitted or top-dose-only effect, or another doubt; inactive means no such curve, though single readings can be large; an effect the other way counts as inactive or inconclusive. On the % scale 0 is the no-effect control and ±100 the full control effect; potency means the concentration at half of the fitted maximal effect. These rows are one share of the data, so the mix of outcomes need not match the whole.

SMILES	TDP1 block	GCN5L2 inh	DT40 TDP1 no CPT
CN(C)S(=O)(=O)c1ccc(NC(=O)C2CCCN(C(=O)c3ccc(Cl)cc3)C2)cc1 (centres undefined)	-2%	-2%	?
CN1CCN(C(=O)CSc2nc(-c3cccs3)ccc2C#N)CC1	7%	-6%	-23%
O=C(Nc1cccc(S(=O)(=O)N2CCCCC2)c1)C1CCN(C(=O)c2ccc(Cl)cc2)CC1	0%	-10%	?
O=C(CCN1C(=O)C2C3C=CC(C3)C2C1=O)N1CCN(c2ccccc2F)CC1 (centres undefined)	0%	-2%	-2%
COc1ccc(CCNC(=O)c2ccco2)cc1	6%	-2%	-30%
COc1ccccc1-c1nc(SCC(=O)NCc2ccccc2)c2c(=O)n(C)c(=O)n(C)c2n1	3%	-8%	-10%
Cc1ccc(-c2nc3cccc(C)n3c2Nc2ccc3c(c2)OCCO3)cc1	9%	-8%	?
NC(=O)c1sc2nc(-c3ccccc3)c3c(c2c1N)CCCC3	4%	-17%	16µM*
O=C1C(=O)N(CCCO)C(c2ccccc2)/C1=C(\O)c1ccc(Br)cc1 (centres undefined)	·	-7%	-2%
CN(CC(=O)Nc1ccccc1Cl)C(=O)COC(=O)c1ccc(-c2ccc(O)cc2)cc1	-7%	1%	0%
COc1ccc(CCNC(=O)c2cc3c(=O)n4cccc(C)c4nc3n(Cc3ccncc3)c2=N)cc1	5%	-16%	·
O=C(N/N=C/c1sc(=O)[nH]c1-[n+]1ccc2ccccc2c1)c1ccccc1[O-]	12%	-12%	12%
CC(C)OC(=O)CSc1nc(N)c(C#N)c(-c2ccco2)c1C#N	8%	-5%	?
O=C(O)/C=C/c1ccc(S(=O)(=O)Nc2ccc(C(=O)NCC(=O)O)cc2)cc1	-5%	-7%	-12%
CCOC(=O)c1c(NC(=O)COc2ccc(Br)cc2)sc(C(C)=O)c1C	-7%	-17%	9.2µM*
COC(=O)CSc1snnc1-c1ccc(Cl)c(Cl)c1	0%	-7%	2%
Cc1ccccc1C(=O)c1cccn1CC(=O)O	5%	-13%	2%
O=C(NCCO)c1cccc(Nc2nc(-c3ccccc3)c3cc(Cl)ccc3n2)c1	8%	-18%	?
COc1ccc(-c2ccc(-c3noc(C(C)C)n3)c(OC)n2)cc1	-6%	-4%	?
CCCCNS(=O)(=O)CCNCCc1ccccc1	0%[56.1 µM]	-6%	-17%
CCOC(=O)c1c(CC(C)C)csc1NC(=O)c1ccccc1C(=O)O	6%	-10%	21%
COc1cc(N/C=C2\CC(=O)NC(C)=C2C#N)cc(OC)c1OC	·	-26%	26µM*
CCn1ncc(C2=NOC(C(=O)Nc3cnn(C45CC6CC(CC(C6)C4)C5)c3)C2)c1C (centres undefined)	7%	-3%	?
COc1ccc(N2CCCCn3c2nc2c3c(=O)n(C)c(=O)n2C)cc1	6%	-1%	-12%
COc1ccc(CCC(=O)OCC(=O)Nc2ccc(C)c(S(=O)(=O)N(C)C)c2)cc1	8%	-3%	-5%

Following part:
SMILES	TDP1 block	GCN5L2 inh	DT40 TDP1 no CPT
COC(=O)C1CCN(S(=O)(=O)c2ccc(OC)cc2)CC1	3%	-1%	-16%
COc1cc(Cl)c(C)cc1NC(=O)CSc1nc2c(c(=O)[nH]1)CCC2	14%	-8%	?
COCCN(CCOC)C(=O)c1cc2c(=O)n3ccccc3nc2s1	0%	18µM*	-5%
COCCCNC(=O)CSC1=Nc2ccccc2C2=NC(Cc3c[nH]c4ccccc34)C(=O)N12 (centres undefined)	2%	1%	-24%
COc1ccccc1N1CCN(C(=O)c2ccc3[nH]c4c(c3c2)CC(C)CC4)CC1 (centres undefined)	14%	-11%	?
CN1/C(=C\C(=O)CSc2nnc(N)s2)C(C)(C)c2ccccc21	3%	-6%	21µM*
CC(C)CN1CC[C@@]2(CCCN(S(=O)(=O)c3ccccc3)C2)C1	·	-11%	-22%
CCN(CC)CCNC(=O)c1ccc(NC(=O)C2CCN(S(=O)(=O)c3ccc4c(c3)OCCO4)CC2)cc1	-6%	0%	4%
CCN(CC)CCNC(=O)c1ccc(NC(=O)c2ccccc2-c2ccc(C(F)(F)F)cc2)cc1	·	-5%	?
Cc1ccc(N2C(=O)CC(C3CCCO3)C2=O)cc1 (centres undefined)	-2%	-4%	1%
CCC(Cc1ccccc1)NC(=O)/C=C/c1ccco1 (centres undefined)	·	-7%	?
COc1cc(C(=O)N/C(=C\c2cn(C)c3ccccc23)C(=O)N2CCOCC2)cc(OC)c1OC	4%	-7%	21%
CN(CC(=O)Nc1ccc(Cl)c(C(F)(F)F)c1)C(=O)Cc1c[nH]c2ccccc12	8%[0.505 µM]	-4%	?
Nc1ccccc1Nc1c(F)c(F)nc(F)c1Cl	·	-2%	0%
Cc1ccnc(NC(=O)C2CCN(S(=O)(=O)c3cccc4nsnc34)CC2)c1	4%	-26%	-7%
O=C(CSc1ccc(-c2nc3ccccc3[nH]2)cn1)Nc1ccc2c(c1)OCCO2	-8%	-4%	-24%
c1cc2c(cnc3cscc32)s1	?	-12%	-24%
O=C(CCNC(=O)c1ccccc1Cl)Nc1cccc(C(F)(F)F)c1	-1%	1%	-18%
Cc1[nH]c2ccc(S(N)(=O)=O)cc2c1C	3%	1%	2%
Cc1ccc(Oc2nc3ccccn3c(=O)c2/C=C(\C#N)C(=O)Nc2c(C)n(C)n(-c3ccccc3)c2=O)cc1	5%	-1%	?
O=c1c2cccnc2n(Cc2cccc(F)c2)c(=O)n1Cc1ccc(F)cc1	-5%	-5%	?
CC(=O)N1CCCc2cc(S(=O)(=O)N(CCN(C)C)Cc3ccccc3)ccc21	4%	1%	-16%
CC1CN(C(=O)N2c3ccccc3Sc3ccccc32)C(C)CC1=O (centres undefined)	-1%	-5%	?
CN(c1ccc(Cl)cc1)S(=O)(=O)c1nnc(NC(=O)c2ccco2)s1	3%&4%	-13%&1%	?
COc1ccc(C(=O)Nc2ccc([N+](=O)[O-])cn2)c(OC)c1	5%	3%	5%

Next structures
SMILES	TDP1 block	GCN5L2 inh	DT40 TDP1 no CPT
COc1ccc(OC)c(C(=O)NC2CC(C)(C)Cc3c2cnn3-c2ccccc2)c1 (centres undefined)	2%	-6%	?
O=C1Cc2ccccc2Sc2c(OCCN3CCCCC3)cccc21	0%	-1%	?
CCCSc1ccc(C(=O)Nc2ccc(F)cc2F)cn1	7%	-1%	3%
COc1cc(-c2nnc(NC(=O)CCS(=O)(=O)c3ccc(F)cc3)o2)cc(OC)c1OC	1%	-4%	18µM*
CCCCC(=O)NC(c1ccccc1OC)c1ccc2cccnc2c1O (centres undefined)	8%	17%	18µM*
CN(C)C(=S)NC(=O)C(c1ccccc1)c1ccccc1	5%	2%	?
CCCOc1nnnn1-c1ccccc1	-3%	6%	-14%
COc1ccc(Cc2noc(CN3CCCN(Cc4ccc(F)cc4)CC3)n2)cc1OC	4%	-1%	?
CC1(C)Cc2c(c(N3CCOCC3)nc3snc(NC(=O)c4ccccc4)c23)CO1	2%	-1%	-15%
CCOc1ccc(-n2c(C)nc3cc(C(=O)NCC4CCCO4)ccc32)cc1 (centres undefined)	3%	0%	-14%
O=C(CCC(=O)n1ncc2ccccc21)N1CCCCC1	·	-2%	-8%
COc1ccc(S(=O)(=O)N2Cc3ccccc3CC2C(=O)O)cc1OC (centres undefined)	0%	-4%	-10%
N#CN=C(N)c1ccccc1	2%	-8%&-28%	-3%
COc1ccc(-c2nn(-c3ccccc3)cc2/C=N/Nc2ccccn2)cc1OC	11%	-7%	5.8µM*
CCOC(=O)N1CCC(NC(=O)c2cnn(-c3cccc(F)c3)c2-n2cccc2)CC1	-3%	-4%	18µM*
O=C(/C=C/c1ccc(Cl)cc1)N1CCN(c2ccccc2[N+](=O)[O-])CC1	7%	-8%	-28%
CCC(CC)C(=O)Nc1cc(-c2cn3cccnc3n2)ccc1OC	0%	-1%	-22%
Cc1cc(N2CCOCC2)nc(-c2ccccc2O)n1	-1%	4%	?
CN1CCCN(C(=O)c2ccc(Br)s2)CC1	1%	-2%	1%
O=C(CCC1CCCCC1)NCCS(=O)(=O)N1CCN(c2ccccc2)CC1	·	2%	-28%
Cc1ccc(NC(=O)c2ccccc2NS(=O)(=O)c2ccc(Cl)s2)cc1S(=O)(=O)N1CCOCC1	3%	-7%	12µM*
COc1cccc2c1cc1c(=O)n(CC(=O)N3CCN(c4ccccc4F)CC3)nc(C)n12	6%	-3%	-15%
O=C(CNC(=O)c1sc2ccccc2c1Cl)OCc1ccccc1	-8%	-9%	-4%
COC(=O)c1ccc(CN2C(=O)NC3(CCCc4ccccc43)C2=O)o1 (centres undefined)	4%	-4%	-5%
COc1ccc(/C=N/n2cnc3c([nH]c4ccc(F)cc43)c2=O)cc1CSc1ccccn1	4%	-12%	7.3µM*

Some of the entries so far, field by field.
COc1cc(C(=O)N/C(=C\c2cn(C)c3ccccc23)C(=O)N2CCOCC2)cc(OC)c1OC
  TDP1 block: 4% | GCN5L2 inh: -7% | DT40 TDP1 no CPT: 21%

CN(CC(=O)Nc1ccc(Cl)c(C(F)(F)F)c1)C(=O)Cc1c[nH]c2ccccc12
  TDP1 block: 8%[0.505 µM] | GCN5L2 inh: -4% | DT40 TDP1 no CPT: ?

Nc1ccccc1Nc1c(F)c(F)nc(F)c1Cl
  TDP1 block: · | GCN5L2 inh: -2% | DT40 TDP1 no CPT: 0%

Cc1ccnc(NC(=O)C2CCN(S(=O)(=O)c3cccc4nsnc34)CC2)c1
  TDP1 block: 4% | GCN5L2 inh: -26% | DT40 TDP1 no CPT: -7%

(list continues)
SMILES	TDP1 block	GCN5L2 inh	DT40 TDP1 no CPT
COc1cc(/C=N/N2CCOCC2)ccc1OCc1ccc(Cl)cc1	5%	-9%	?
O=C(CCCc1ccccc1)NCCc1ccc(F)cc1	2%	6%	?
COc1ccc(N2CCN(c3nc(Nc4ccc(F)cc4)nc(OC)n3)CC2)cc1	2%	-10%	·
O=C(NCc1ccc(Cl)cc1)c1cccc(NC(=O)c2ccccc2)c1	-1%	-3%	?
COC(=O)C1(C)Nc2ccccc2C(=O)N1c1ccccc1C (centres undefined)	4%	0%	-15%
O=C(NCC1CCCO1)c1ccc2c(c1)N(Cc1ccc(F)cc1Cl)C(=O)CS2 (centres undefined)	3%	-4%	-15%
Cc1cc(C)c(C)c(OCCCCN(C)Cc2ccccc2)c1	·	-15%	21µM*
CCCNC(=O)c1ccc(N2CCC3(CC2)CC(c2ccccc2)=NO3)c(NC(=O)c2cccc(OC)c2)c1	·	-8%	13µM*
COc1ccc(OC)c(C(C)NC(=O)C(C)Cc2ccccc2)c1 (centres undefined)	·	-5%	-24%
CCOC(=O)c1ccc(N/C=C/C(=O)C(C)(C)C)cc1	-1%	-8%	-14%
c1ccc(C2CC(c3ccccc3)n3c(nc4ccccc43)N2)cc1 (centres undefined)	4%	34%[activator]	15µM*
O=C(Nc1ccc2nc3n(c(=O)c2c1)CCCCC3)c1c(F)ccc([N+](=O)[O-])c1F	1%	-7%	2.3µM*
COc1ccc(-c2cc3nc(C)c(CCC(=O)Nc4ccccc4C(C)=O)c(C)n3n2)c(OC)c1	-5%	-9%	-18%
Cc1c(OCC(=O)NCc2ccncc2)ccc2c3c(c(=O)oc12)CCC3	3%	-3%	10%
CC(=O)c1cnc2cc(-c3cccc(Br)c3)nn2c1C	-1%	-5%	0%
COc1ccc(OC)c(CN2CCN(C(=O)CCC(=O)c3cccs3)CC2)c1	·	-2%	-3%
CCCN1CCN(C(=O)Cn2c(-c3cccs3)cc3ccccc32)CC1	6%	-2%	?
CCN1CCN(C(=O)C(Cc2ccccc2)NC(=O)c2ccc(Cl)c(S(=O)(=O)N(C)C)c2)CC1 (centres undefined)	-5%	-5%	?
CC[C@H](C)[C@H](NC(=O)[C@H](Cc1ccc(O)cc1)NC(=O)[C@@H](NC(=O)[C@H](CCCN=C(N)N)NC(=O)[C@@H](N)CC(=O)O)C(C)C)C(=O)N[C@@H](Cc1ccc(N)cc1)C(=O)N1CCC[C@H]1C(=O)N[C@@H](Cc1ccccc1)C(=O)O	7%	0%	·
CCOc1cccc(C(=O)Nc2ccc3oc(Cc4ccc(Cl)cc4)nc3c2)c1	6%	-8%	?
